TGFb SMAD3 inh = qHTS for Inhibitors of TGF-b. HepG2 CAGA-GFP TGF-b/SMAD3 reporter, GFP fluorescence, 18 h; TGF-beta stimulated, 500 pg/mL final. Potency, µM (highest dose often 46.1 µM), for inactives: top-dose activity, negative = inhibition, actives largely listed as inhibitors. hit rate 1.2% among 410,000; also: potency is read from the fitted curve at half-maximal effect; % is scaled to controls: 0 for no effect and ±100 for the full control effect; nearly all actives have a fitted effect of over 65% in size
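Inhibition was scored as loss of TGF-beta-induced (500 pg/mL final, 18 hours, 37 degrees C) GFP in HEPG2 cells carrying a CAGA-GFP reporter, in DMEM with 1% FBS. Well GFP was summed per cell; Activity was normalised to unstimulated and stimulated DMSO wells, then concentration-response fitting.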
Nrf2 block = Nrf2 qHTS screen for inhibitors | hit rate 2.1% among 360,000 | A549 ARE-Fluc reporter, luciferase luminescence, 18-24 h | Potency, µM (series often up to 46 µM), without a hit: top-dose activity change, negative = inhibition, actives largely listed as inhibitors; also: potency is read from the fitted curve at half-maximal effect; % is scaled to controls: 0 for no effect and ±100 for the full control effect; nearly all actives have a fitted effect of over 60% in size
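A549 ARE_Fluc cells, 5000/well, 5% FBS OPTI-MEM; compounds in dose-response, 18-24 h at 37 °C/5% CO2; CellTiter-Fluor viability read (Ex 405/Em 525), then BugLite luciferase luminescence = Nrf2 activity.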
Abeta yeast res = qHTS for compounds that reverse cellular toxicity of Amyloid beta (A-beta) peptide in yeast: Primary Screen; yeast expressing A-beta42, growth rescue, OD600, 48 h; response scale: 0% DMSO, 100% iron-clioquinol control; Potency, µM (top dose mostly 46.1 µM), inactives show at the highest dose growth rescue, most hits filed as activators; hit rate 0.063% among 410,000; also: potency is read from the fitted curve at half-maximal effect; nearly all actives have a fitted effect of over 55% in size
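Growth rescue measured by 600 nm absorbance after 48 h yeast culture at 30 C with compound. Values normalized between DMSO and an equimolar ferric chloride plus clioquinol control.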
CCT modulator = High-Throughput Screening for Modulators of Cytosolic Chaperonin Activity; hit rate 0.3% among 360,000; purified chaperonin ATPase assay, HTRF ADP detection, 30 min; activity change, % (no concentration beside the values), hits read low; in the data active = activity change below about -30%; also: % is scaled to controls: 0 for no effect and ±100 for the full control effect
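TRiC (40 or 20 nM final, by batch activity) in 30 mM Tris pH 7.4, 100 mM KCl, 5 mM MgCl2, 1 mM DTT was treated with compound at 76 uM single dose, then 10 uM ATP, 30 min at 37 °C. ADP was read by HTRF Transcreener.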
A549 tox = Nrf2 qHTS screen for inhibitors: counterscreen for cytotoxicity | A549 ARE-Fluc cells, CellTiter-Fluor viability, 18-24 h | Potency, µM (series often up to 46 µM), for inactives: top-dose activity change, negative = cytotoxicity, most hits filed as inhibitors | hit rate 0.16% among 390,000; also: potency is read from the fitted curve at half-maximal effect; % is scaled to controls: 0 for no effect and ±100 for the full control effect
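A549 ARE_Fluc cells in 5% FBS OPTI-MEM were exposed to compounds in concentration-response for 18-24 h at 37 deg C. Viability was read by CellTiter-Fluor fluorescence (Ex 405/Em 525) after 30 min, before the luciferase read.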
pAkt inh = HTS Assay for Inhibitors of Akt Phophorylation: Primary Screen; AID 651550, 2012; activity change, % for hits at 50 µM; Neuro2A IGF-stimulated pAkt S473 HTRF, 20 min; hits give low values; hit rate 0.32% among 360,000; in the data active = activity change below about -80%; inconclusive = mostly about -51% to -80%; also: % is scaled to controls: 0 for no effect and ±100 for the full control effect
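Neuro2A cells in DMEM with 0.5% FBS, overnight at 37 deg C, given compound at single 50 µM final, then IGF (6 nM final) for 20 min at 37 deg C. Lysed; phospho-Akt Ser473 by HTRF after 24 h, 665/615 ratio.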
HepG2 tox = qHTS for Inhibitors of TGF-b: Cytotox Counterscreen. HepG2 CAGA-GFP viability, ATP luminescence, 18 h. Potency, µM (doses to about 46.1 µM), for the others: at the highest dose activity change, negative = cytotoxicity, most hits filed as cytotoxic. hit rate 0.76% among 410,000. AID 588856, 2011; also: potency is read from the fitted curve at half-maximal effect; some results filed as inactive show a strong effect at the top dose
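CellTiter-Glo luminescence gave cytotoxicity after 18 hours at 37 degrees C. The cells were HepG2 CAGA-GFP in 1% FBS DMEM, stimulated with 500 pg/mL TGF-beta after compound addition. %Activity was normalised to no-cell wells (complete cell-killing) and DMSO (no toxicity), and curves were fitted and classified.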
Nrf2 activator = qHTS of Nrf2 Activators | AREc32 ARE-luciferase reporter (MCF7-derived line), luminescence, 24 h | Potency, µM (doses to about 46.1 µM), without a hit: top-dose activation, most hits filed as activators | hit rate 0.31% among 410,000; also: potency is read from the fitted curve at half-maximal effect; % of control where 0% means no effect; nearly all actives have a fitted effect of over 65% in size
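ARE activation measured as luciferase luminescence (Steady-Glo, 30 min RT) in AREc32_Fluc cells after 24 hr compound exposure at 37 deg C, 5% CO2; cells seeded overnight at 1000/well in OPTI-MEM, 5% FBS.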
Mm-Cpn inhibitor = Inhibitors of TCP-1 ring complex (TRiC) of Methanococcus maripaludis (MmCpn): qHTS | AID 504842, 2011 | Chaperonin Mm-Cpn (Methanococcus maripaludis) | hit rate 0.031% among 330,000 | purified Mm-Cpn ATPase, ADP Transcreener TR-FRET | Potency, µM (highest dose often 76.9 µM), for the others: at the highest dose activity, negative = inhibition, actives largely listed as inhibitors; also: potency is read from the fitted curve at half-maximal effect; % is scaled to controls: 0 for no effect and ±100 for the full control effect; nearly all actives have a fitted effect of over 80% in size
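Compound-treated chaperonin, 25 nM final, turns over 10 uM ATP at 37°C for 30 min following a 10 min preincubation; ADP generated competes with ADP-d2 for Eu-cryptate antibody, lowering FRET.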
Starred values were filed as active, the others as inactive; i = inactive; ? = inconclusive; . = not tested or not shown; [ ] = another dose, or the depositor's remark. Unless noted, calls follow the shape of the dose curve; as a rule, active = well fitted curve in the direction sought with a large enough effect; inconclusive = small, poorly fitted or top-dose-only effect, or another doubt; inactive = no such curve, though single readings can be large; an effect the other way counts as inactive or inconclusive.

#	mol	HepG2 tox	CCT modulator	Mm-Cpn inhibitor	TGFb SMAD3 inh	Abeta yeast res	Nrf2 activator	Nrf2 block	A549 tox	pAkt inh
1	COc1cc2sc3cc(NCCCN4CCOCC4)ccc3c(=O)c2cc1OC	-16.4%	0.8	-3.0%	-12.9%	0.9%	17.9%	3.5%	3.5%	i
2	COC(=O)N(NC(=O)C(O)(C(C)C)C(C)C)c1ccccc1	-6.4%	0.7	0.4%	-21.4%	-10.4%	0.1%	3.1%	1.6%	i
3	CC(=O)Nc1ccc(NC(=O)CC2SC(=O)N(CC(=O)c3ccccc3)C2=O)cc1 (stereo not given)	-2.6%	-3.7	4.0%	-4.8%	-7.6%	-0.3%	0.5%	-3.2%	i
4	Clc1cccc(-c2ccc3nccn3c2)c1Cl	-18.3%	-3.5	.	8.9%	-10.5%	-0.7%[9.22 µM]	.	.	i
5	O=C(COc1coc(CN2CCN(c3ccccc3)CC2)cc1=O)Nc1ccccc1	2.7%	2.5	-1.5%	4.8%	1.3%	0.2%	-5.6%	12.5%	i
6	Cc1cc(/C=N/NC(=O)c2cccc([N+](=O)[O-])c2)c(C)n1-c1ccc(Cl)cc1Cl	-6.8%	-1.4	-0.1%	6.3%	20.9%	9.8%	?	4.9%	i
7	COC(=O)C1=C(CS(=O)(=O)c2cc(Cl)ccc2OC)NC(=O)NC1c1ccccc1 (stereo not given)	-19.4%	.	.	-25.1%	-14.9%	0.0%	8.5%	-1.9%	.
8	CC(=O)Nc1ccc(S(=O)(=O)NC2CC(=O)N(c3ccc(C)c(C)c3)C2)cc1 (stereo not given)	1.0%	-1.8	0.5%	9.8%	15.7%	-0.1%	-22.5%	-5.0%	i
9	CSCCC(NS(=O)(=O)c1ccccc1F)C(=O)NCCCn1nc(C)cc1C (stereo not given)	-11.5%	-0.1	-0.1%	0.0%	10.7%	0.0%	16.3%	0.0%	i
10	CCCCC(=O)N(C)c1c(CC)nc2c(OCc3ccccc3C)cccn12	-21.0%	0.6	.	-23.7%	23.1%	3.5%	.	.	i
11	CS(=O)(=O)/C(C#N)=C/c1cccn1S(=O)(=O)c1ccc([N+](=O)[O-])cc1	-7.7%	0.1	.	?	-8.4%	?	.	.	i
12	COc1ccc(-n2cnc3sc(-c4ccccc4)cc3c2=O)cc1	-9.4%	2.6	-3.3%	-5.9%	7.0%	3.1%	?	-9.4%	i
13	CCC1=NN(C(=O)CCc2ccccc2O)C(O)(C(F)(F)F)C1 (stereo not given)	9.0%	0.3	0.6%	-17.8%	18.7%	2.7%	-14.2%	-2.7%	i
14	CCCSc1oc(-c2ccco2)nc1S(=O)(=O)c1ccc(Cl)cc1	-21.7%	.	.	0.0%	18.6%	-1.0%	-7.5%[9.27 µM]	?	.
15	COc1ccccc1NC(=O)CSc1ccc2nnc(CCNC(=O)c3ccccc3)n2n1	47.8%	-0.5	-1.5%	-16.7%	-11.5%	4.2%	-14.5%	3.1%	i

Remaining list, next part:
#	mol	HepG2 tox	CCT modulator	Mm-Cpn inhibitor	TGFb SMAD3 inh	Abeta yeast res	Nrf2 activator	Nrf2 block	A549 tox	pAkt inh
16	O=C(NCC1CCOCC1)c1ccc2nc(Cc3cccc(Cl)c3)oc2c1	0.0%	-0.7	-6.3%	0.0%	-10.4%	3.1%	?	6.2%	i
17	CC1(C)CC[C@]2(C(=O)O)CC[C@]3(C)C(=CC[C@@H]4[C@@]5(C)CC[C@H](O[C@@H]6O[C@H](C(=O)O)[C@@H](O)[C@H](O[C@@H]7OC[C@H](O)[C@H](O)[C@H]7O)[C@H]6O)C(C)(C)[C@@H]5CC[C@]43C)[C@@H]2C1	3.55µM*	-1.1	0.9%	3.16µM*	-26.5%	-2.6%	20.6µM*	?	i
18	Cc1cc(C)c2c(N)c(C(=O)NC3CC3)sc2n1	-3.1%	2.2	-3.3%	0.0%	15.9%	-0.2%	-7.1%	-14.0%	i
19	CN(C)/N=C/c1ccc(P(c2ccc(/C=N/N(C)C)o2)c2ccc(/C=N/N(C)C)o2)o1	-20.3%	-1.6	-2.0%	-6.7%	-18.7%	-0.1%	?	-7.8%	i
20	Cc1cccc([C@H](NC(=O)OC(C)(C)C)C(=O)OC(C)(C)C)c1	-3.9%	-2.1	0.2%	-23.7%	4.4%	0.5%	4.6%	9.3%	i
21	CC1CCCC(NC(=O)CN2C(=O)c3cccnc3Oc3ccc(Cl)cc32)C1C (stereo not given)	-2.4%	-0.3	1.5%	-17.9%	13.2%	0.3%	1.5%	-1.6%	i
22	COc1cc(C(=O)NC2=NCCS2)ccc1OCc1c(C)noc1C	-7.4%	-1.5	1.4%	6.3%	5.5%	-0.6%	-0.3%	-0.9%	i
23	Clc1cccc(Nc2nc(N3CCOCC3)nc(N3CCOCC3)n2)c1	-5.0%	-1.6	1.7%	-19.1%	-15.3%	0.1%	-28.3%	9.0%	i
24	CCN(CC(=O)Nc1c(F)cccc1F)C(=O)c1ccc(-c2ccc(C(C)=O)cc2)o1	-6.8%	-1.2	-0.9%	-0.5%	4.0%	2.0%	6.1%	-1.4%	i
25	O=C(NCCCc1nc2ccccc2n1Cc1ccccc1)C1CCCCC1	-35.5%	.	.	?	-13.5%	6.9%	-10.7%	-2.0%	.
26	CCCc1cc(=O)[nH]c(SCc2nc(-c3ccc(C)cc3)no2)n1	-11.3%	.	.	-10.7%	-12.4%	0.5%	.	-0.2%	.
27	CCN1CCc2c(sc(N)c2C(N)=O)C1	-0.5%	-2.2	1.3%	15.2%	-3.5%[9.22 µM]	-0.3%	.	1.6%	i
28	COc1ccccc1NC(=O)Cn1c(O)c(N=NC(=O)c2ccccc2O)c2ccccc21	-91.5%	-1.0	1.0%	-5.1%	7.2%	0.5%	-16.3%	-13.2%	i
29	CCOc1ccc(N(CC(=O)NCCSc2ccccn2)S(C)(=O)=O)cc1	-3.8%	-0.2	1.1%	0.0%	10.4%	0.4%	12.0%	1.3%	i
30	CCc1ccc(Nc2nc3ccccc3c3nnc(C)n23)cc1	-35.9%	.	.	0.0%	12.9%	7.1%	-16.6%	8.7%	.

A draw from above in order of molar mass, low to high.
#	mol	HepG2 tox	CCT modulator	Mm-Cpn inhibitor	TGFb SMAD3 inh	Abeta yeast res	Nrf2 activator	Nrf2 block	A549 tox	pAkt inh
27	CCN1CCc2c(sc(N)c2C(N)=O)C1	-0.5%	-2.2	1.3%	15.2%	-3.5%[9.22 µM]	-0.3%	.	1.6%	i
19	CN(C)/N=C/c1ccc(P(c2ccc(/C=N/N(C)C)o2)c2ccc(/C=N/N(C)C)o2)o1	-20.3%	-1.6	-2.0%	-6.7%	-18.7%	-0.1%	?	-7.8%	i
28	COc1ccccc1NC(=O)Cn1c(O)c(N=NC(=O)c2ccccc2O)c2ccccc21	-91.5%	-1.0	1.0%	-5.1%	7.2%	0.5%	-16.3%	-13.2%	i

(continued)
#	mol	HepG2 tox	CCT modulator	Mm-Cpn inhibitor	TGFb SMAD3 inh	Abeta yeast res	Nrf2 activator	Nrf2 block	A549 tox	pAkt inh
31	COc1cc(NC(=O)N2CCC(CN3CCc4ccccc4C3)CC2)cc(OC)c1	-28.3%	.	.	-2.6%	0.5%	5.1%	-14.6%	10.9%	.
32	CC1CC(=O)N(CC(=O)Nc2ccc(F)cc2F)c2ccccc2S1(=O)=O (stereo not given)	0.8%	-0.7	-26.6%	9.0%	15.9%	-0.9%	2.2%	1.1%	i
33	COc1cccc(-n2c(SCC(=O)NC3CCCCC3)nc3n[nH]c(C)c3c2=N)c1	-10.3%	-1.0	-0.1%	-0.6%	-6.0%	10.9%	?	?	i
34	Cc1ccc2c(c1)c1c(c(=O)n(Cc3ccccc3)c(=O)n1CC(=O)Nc1ccccc1F)n2C	0.4%	.	.	0.3%	-1.7%	-1.2%	16.9%	-0.1%	.
35	O=c1ccc(/C=C/c2ccccc2)nn1Cc1ccccc1	0.3%	-0.4	-0.3%	16.6%	-8.5%	-0.6%	.	-0.8%	i
36	Cn1c(=O)c2c3c(sc2n2cnnc12)CCC3	-36.3%	0.7	2.3%	1.5%	-16.5%	2.2%	-13.8%	-2.2%	i
37	c1cc2c3c(cccc3c1)NC(c1ccc3c(c1)OCO3)N2	-17.4%	-2.5	0.2%	-14.8%	-30.0%	18.7%	16.0%	-5.1%	i
38	COc1ccc(NS(=O)(=O)c2cc(OCC(N)=O)c(C)cc2Cl)cc1	12.5%	0.6	1.6%	0.0%	0.0%	0.0%	-8.3%	-0.5%	i
39	CC(=O)c1ccc(Oc2cc(C)nc(-n3nc(C)cc3C)n2)cc1	-35.9%	-1.5	-1.2%	?	2.9%[9.22 µM]	0.5%	.	?	i
40	CC(C)CC(NC(=O)C1CCC(C)CC1)C(=O)NCc1ccccn1 (stereo not given)	-7.9%	-0.4	1.5%	3.6%	-27.3%	-0.2%	?	3.1%	i
41	CC(C)(C)OC(=O)Nc1ccc([C@@H](NC(=O)OC(C)(C)C)C(=O)OC(C)(C)C)cc1	7.2%	-1.6	-0.3%	27.8%	5.8%	0.0%	2.8%	-3.0%	i
42	O=C1C(N2CCOCC2)=C(n2nnc3ccccc32)C(=O)c2ccccc21	14.1µM*	-1.0	0.0%	?	-81.6%[inhibitor]	-1.5%	23.1µM*	23.1µM*	i

Screen by screen, from the results shown:
Entries 8–12 in A549 tox: -5.0%, 0.0%, ., ., -9.4%

High-throughput results: PubChem BioAssay, National Center for Advancing Translational Sciences (NCATS)
